# TWEAK Fn14 block – blocks TWEAK-Fn14 interaction in a reporter cell assay; inhibition, % at 10 µM; TWEAK-stimulated Fn14 reporter cells, luciferase luminescence, 8 h; AID 1159606; actives 2% (n = 360,000); in the data active = inhibition above about 50%
# TROY NFkB inh – TROY signaling inhibition; Q293 LMP1-TROYcd NF-kB luciferase reporter, 4 h; inhibition, % at 10 µM; actives 0.98% (n = 360,000); AID 1347056;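 active = compounds whose plate-normalised and pattern-corrected inhibition of the luciferase reporter signal at the single screening dose is 50% or more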
# SRC2 inh – inhibits human steroid receptor coactivator 2. inhibition, % at 9 µM. actives 0.17% (n = 370,000). Q15596. HEK293 GAL4-SRC2 luciferase reporter, luminescence;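 active = inhibition above the mean inhibition of all tested compounds plus 3 SD, set per campaign, cut at about 52% in these data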;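 also: 0% = DMSO treated cells and 100% = cells given Gossypol at 36 µM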
# TRAIL sens C8 – sensitizes caspase-8 expressing cells to TRAIL; NB7+C8 cells + TRAIL, ATPlite viability luminescence; inhibition (viability loss, TRAIL sensitization), % at 10 µM; actives 1% (n = 360,000);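 active = compounds causing at least 50% loss of cell viability in the single-dose screen, relative to plate controls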
# EBV LMP1 NFkB – Epstein-Barr LMP1 NF-kappaB reporter inhibition. AID 504558. LMP1-induced NF-kappaB luciferase reporter cells, luminescence. actives 0.69% (n = 350,000). inhibition, % at 12.5 µM; in the data active = inhibition above about 41%;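 also: 0% = neutral control wells and 100% = reference inhibitor control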
# LRH-1 inv ag – inverse agonists of human LRH-1 (NR5A2); HEK293T StAR-luciferase reporter, LRH-1 transfected, 24 h; inhibition, % at 3.6 µM; AID 602396; O00482; actives 0.13% (n = 360,000);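 active = inhibition above the mean inhibition of all tested compounds plus 3 SD, cut at about 73% in these data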;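 also: 0% = DMSO wells and 100% = reporter-only cells lacking LRH-1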
# Target sequence (O00482 whole entry, looked up): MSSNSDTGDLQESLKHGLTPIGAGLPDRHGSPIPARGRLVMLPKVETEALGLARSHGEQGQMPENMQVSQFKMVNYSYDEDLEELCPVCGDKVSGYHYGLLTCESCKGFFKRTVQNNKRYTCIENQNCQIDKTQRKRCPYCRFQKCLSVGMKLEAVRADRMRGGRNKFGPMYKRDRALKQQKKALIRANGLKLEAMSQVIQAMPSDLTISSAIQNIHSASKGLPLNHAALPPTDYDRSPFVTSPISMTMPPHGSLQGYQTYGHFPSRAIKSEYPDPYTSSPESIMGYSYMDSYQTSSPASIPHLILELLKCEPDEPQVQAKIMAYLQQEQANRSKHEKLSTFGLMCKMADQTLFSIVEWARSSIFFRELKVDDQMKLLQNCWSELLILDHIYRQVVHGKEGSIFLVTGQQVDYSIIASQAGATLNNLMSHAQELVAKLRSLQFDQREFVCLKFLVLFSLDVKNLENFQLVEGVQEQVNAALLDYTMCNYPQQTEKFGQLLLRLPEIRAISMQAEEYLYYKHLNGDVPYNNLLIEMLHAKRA
# TLR9-MyD88 block – TLR9-MyD88 interaction inhibition; Q9NR96+Q99836; CHO BLA complementation TLR9-MyD88, CCF4 FRET ratio; inhibition, % at 4.98 µM; actives 0.21% (n = 340,000);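 active = inhibition above the mean over all tested compounds plus 3 SD, cut at about 21% in these data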;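 also: 0% = DMSO only wells and 100% = clavulanate BLA inhibitor control wells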
# SRC1 inh – inhibitors of human steroid receptor coactivator 1 (SRC1); HEK293 GAL4-SRC1 luciferase reporter, luminescence; inhibition, % at 3.6 µM; actives 0.12% (n = 360,000); AID 588354;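 active = inhibition above the campaign mean plus 3 SD, with each screening campaign given its own cutoff, cut at about 60% in these data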;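 also: 0% = DMSO treated cells and 100% = gossypol at 36 µM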
# NOD2 RIPK2 PPI – NOD2-RIPK2 protein interaction inhibition | CHO BLA complementation NOD2-RIPK2, CCF4 ratio | inhibition, % at 4.98 µM | actives 0.38% (n = 360,000) | AID 624267; in the data active = inhibition above about 21%;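 also: 0% = vehicle only and 100% = reference blocker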
# COUP-TFII inh – inhibitors of human COUP-TFII (NR2F2); inhibition, % at 8.6 µM; AID 686940; actives 0.7% (n = 370,000); HEK293T NGFI-A luciferase reporter, luminescence;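 active = inhibition above a per-plate cutoff, mean inhibition of test wells between control levels plus 3 SD, cut at about 38% in these data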;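 also: cells cotransfected with COUP-TFII expression vector driving the NGFI-A reporter; 0% = median of COUP-TF2 test wells and 100% = reporter-only cells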
# Target sequence (P24468 whole entry, looked up): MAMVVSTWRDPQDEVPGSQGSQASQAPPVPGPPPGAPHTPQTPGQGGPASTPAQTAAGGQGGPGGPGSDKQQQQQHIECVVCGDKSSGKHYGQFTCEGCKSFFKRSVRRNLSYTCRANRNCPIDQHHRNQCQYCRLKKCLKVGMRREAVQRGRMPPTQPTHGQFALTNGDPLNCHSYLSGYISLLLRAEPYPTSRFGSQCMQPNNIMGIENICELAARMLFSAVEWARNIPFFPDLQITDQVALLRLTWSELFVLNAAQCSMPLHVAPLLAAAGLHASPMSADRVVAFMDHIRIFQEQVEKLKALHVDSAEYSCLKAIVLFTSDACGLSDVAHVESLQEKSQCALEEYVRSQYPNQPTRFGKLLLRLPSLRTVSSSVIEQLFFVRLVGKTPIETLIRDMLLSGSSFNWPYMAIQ
# SRC3 inh – inhibitors of human steroid receptor coactivator 3 (SRC3); actives 0.17% (n = 360,000); HEK293 GAL4-SRC3 luciferase reporter, luminescence; AID 588352; Q9Y6Q9; inhibition, % at 3.6 µM;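 active = inhibition above a per-campaign cutoff, the mean of all compounds plus 3 SD, cut at about 60% in these data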;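 also: 0% = DMSO-treated cells and 100% = gossypol-treated cells at 36 µM; higher means less SRC3-driven luciferase light from the GAL4 reporter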
# * hit, by the source's call; . = no result given.
Molecule	TWEAK Fn14 block	TROY NFkB inh	SRC2 inh	TRAIL sens C8	EBV LMP1 NFkB	LRH-1 inv ag	TLR9-MyD88 block	SRC1 inh	NOD2 RIPK2 PPI	COUP-TFII inh	SRC3 inh
O=C(CN1CCN(c2ccccc2O)CC1)Nc1ccc2c(c1)OCCCO2	-2	-5	-35	4	6	9	7	-18	-6	-7	7
NC(=O)c1nsc(C(=O)N(c2ccccc2)C(C(=O)NC2CCCC2)c2cccs2)c1N (centres undefined)	18	-5	-17	7	2	-18	3	-1	-2	15	-3
CCc1ccc2c(c1)c(N=NC1=NC(=O)CS1)c(O)n2CC	0	.	-32	0	4	-5	6	3	-1	9	2
C=CCOc1ccc(C(=O)/C=C2/C(=O)Nc3ccccc32)cc1	-2	-23	6	40	1	1	8	-45	25*	-2	9
CCC(CO)Oc1cc(NC(=O)c2ccccc2[N+](=O)[O-])c2ncn(C(C)C)c2c1 (centres undefined)	-6	6	7	-3	3	-19	-1	2	-7	-3	-11
CC(=O)N(C)c1ccc(NC(=O)COc2ccc(Br)cc2C)cc1	16	16	2	-3	-2	2	3	-2	6	-6	11
CCc1noc(C)c1C(=O)Nc1ccc(S(=O)(=O)N2CCC(C)CC2)cc1	5	-8	17	14	3	-20	-10	-34	3	-8	12
CCOC(=O)C1=C(C)NC(=O)NC1c1ccc(-c2ccc(F)cc2)o1 (centres undefined)	3	-24	-15	-3	9	-36	1	-2	-14	-4	-11
C=CCn1c(SCC(=O)NCCC2=CCCCC2)nc2ccc(Cl)cc2c1=O	-15	2	-2	-6	0	-3	-3	4	8	1	0
CCOc1ccc(-n2c(SCC(=O)Nc3cc(C)on3)nnc2-c2c[nH]c3ccccc23)cc1	26	12	11	-3	7	-12	-3	-43	2	-7	-29
O=C(COC(=O)/C=C/c1cccc(F)c1)Nc1ccccc1-c1ccccc1	-2	7	-10	2	-1	8	-2	-5	4	9	20
COc1ccc(NC(=O)c2cc(-c3cc(F)ccc3OCC3CCCO3)n[nH]2)cc1OC (centres undefined)	7	-21	1	6	.	5	.	17	-1	8	-7
Cc1cccc(-c2n[nH]nc2C2=CC(=O)CC(C)(C)C2)c1	8	1	7	-6	3	11	4	14	-10	-7	10
COc1ccc(/C(C)=N/NC(=O)Cc2c(C)nc(C)[nH]c2=O)cc1	5	18	-13	-4	-6	-3	-1	24	8	-5	18
COc1ccc(-c2nc(CN3CCC(C(=O)NC4CCCc5ccccc54)CC3)c(C)o2)cc1OC (centres undefined)	6	-6	0	-30	-5	-17	2	14	8	5	-5
Cc1c(C(=O)Nc2cc(F)cc(F)c2)cnn1-c1ccccc1	-18	-66	-37	17	-70	-130	-1	-92	-12	-42	-141
C=CC[C@@H](CC(=O)N[C@H](CO)Cc1ccccc1)C(=O)N[C@@H](COC(=O)[C@@H](CC=C)CC(=O)OC(C)(C)C)Cc1c[nH]c2ccccc12	31	1	17	0	-1	-6	1	-7	8	22	-13
COC(=O)c1c(NC(=O)CSc2nnc(-c3ccco3)n2Cc2ccccc2)sc(C)c1C	1	3	8	1	1	-2	-6	7	4	19	-10
O=C(/C=C/c1ccco1)NC(=S)Nc1ccccc1N1CCCC1	9	-2	-3	-2	-11	7	-3	0	-11	-7	-3
NC(Cc1ccc(O)c([N+](=O)[O-])c1)C(=O)O (centres undefined)	3	-31	10	-4	5	8	-4	-14	-5	-2	7
COCCn1c(NCc2ccc(C)cc2)nc2c1c(=O)[nH]c(=O)n2C	-13	-5	-4	-7	3	-8	-3	-5	1	-66	-24
CN(C)CCOCCOc1ccc(Cl)cc1Br	2	0	-10	2	-4	-3	-9	3	-17	-6	3
CCN(C(=O)CCS(=O)(=O)c1cccc2nsnc12)c1cccc(C)c1	17	-8	12	2	-10	5	-9	10	-6	-2	-10
O=C(c1cc(N2C(=O)C3C4CCC(C4)C3C2=O)ccc1Cl)N1CCN(c2ccc(F)cc2)CC1 (centres undefined)	15	20	3	7	8	16	-2	13	-1	-1	24
CC1Sc2ccc(S(=O)(=O)N3CCC(C(=O)NCc4ccccc4)CC3)cc2NC1=O (centres undefined)	-8	20	-7	6	3	-31	-6	-4	-4	5	17
Cc1ccc2[nH]c3c(c2c1)CN(C(=O)CN1CCN(c2ccccn2)CC1)CC3	-16	4	-26	-19	6	5	4	-12	6	3	9
CCOC(=O)c1c(NC(=O)C2C3C=CC(C3)C2C(=O)O)sc2c1CCC(C)C2 (centres undefined)	25	11	-15	-2	11	23	1	19	-4	14	29
COc1cc(NC(=O)CCc2ccccc2)c(C(=O)O)cc1OC	-17	21	5	11	-10	4	1	-13	-3	2	6
CCc1ccccc1-n1c(-c2ccncc2)n[nH]c1=S	1	11	22	-4	0	-12	0	-4	-5	-1	-9
O=C(CSc1ncnc2c1oc1ccccc12)NCc1ccc(F)cc1	0	-3	-21	5	-3	3	-1	-9	3	-15	-4

# Whole records as entered above. Screens in order: TWEAK Fn14 block	TROY NFkB inh	SRC2 inh	TRAIL sens C8	EBV LMP1 NFkB	LRH-1 inv ag	TLR9-MyD88 block	SRC1 inh	NOD2 RIPK2 PPI	COUP-TFII inh	SRC3 inh
# COc1cc(NC(=O)CCc2ccccc2)c(C(=O)O)cc1OC is listed as -17	21	5	11	-10	4	1	-13	-3	2	6
# CCOC(=O)c1c(NC(=O)C2C3C=CC(C3)C2C(=O)O)sc2c1CCC(C)C2 (centres undefined) is listed as 25	11	-15	-2	11	23	1	19	-4	14	29
# C=CC[C@@H](CC(=O)N[C@H](CO)Cc1ccccc1)C(=O)N[C@@H](COC(=O)[C@@H](CC=C)CC(=O)OC(C)(C)C)Cc1c[nH]c2ccccc12 is listed as 31	1	17	0	-1	-6	1	-7	8	22	-13
# Cc1ccc2[nH]c3c(c2c1)CN(C(=O)CN1CCN(c2ccccn2)CC1)CC3 is listed as -16	4	-26	-19	6	5	4	-12	6	3	9

# (next part)
Molecule	TWEAK Fn14 block	TROY NFkB inh	SRC2 inh	TRAIL sens C8	EBV LMP1 NFkB	LRH-1 inv ag	TLR9-MyD88 block	SRC1 inh	NOD2 RIPK2 PPI	COUP-TFII inh	SRC3 inh
Cc1ccc(-c2nn(-c3cc(Cl)ccc3[N+](=O)[O-])c(=O)c3ccccc23)cc1C	-20	-2	-4	11	-1	20	8	-5	2	3	-17
COC(=O)/C=C1\SC(=NC(=O)c2ccc(OC)cc2)NC1=O	14	5	-12	-4	-9	5	-3	13	-4	-11	-1
CC(NC(=O)C1CCCN(S(=O)(=O)c2ccc(-n3cnnn3)cc2)C1)c1ccc(F)cc1 (centres undefined)	-2	-13	-11	19	1	8	8	-4	-4	2	-4
CCN1C(=O)[C@H]2[C@@H](c3ccc(C(F)(F)F)cc3)N[C@]3(CCCN(Cc4cccn4C)C3=O)[C@H]2C1=O	11	-1	0	9	3	5	4	-3	-2	5	-15
CCOc1cccc2cc(C(=O)NCc3ccc(OC)cc3)c(=N)oc12	17	-12	10	-12	-21	11	-13	-28	2	5	-3
COc1ccccc1N(Cc1ccccc1)S(=O)(=O)c1cccc(C(=O)NC2CC(C)(C)NC(C)(C)C2)c1	-2	11	-24	33	2	4	-6	12	-3	3	-8
CC(C)(C)NC(=O)c1ccc(NC(=O)CSc2ccccc2)cc1	1	-10	-1	1	-3	-10	-2	-5	-14	-10	-20
COc1ccc2cc3c(N)nn(C(=O)C4CCC(C(C)(C)C)CC4)c3nc2c1 (centres undefined)	90*	55*	6	20	75*	-15	-11	13	-8	12	16
CSc1ncc(CN2CCN(C3CCCCC3)C(CCO)C2)cn1 (centres undefined)	0	-12	3	-4	-7	6	-4	6	-10	-5	27
O=c1[nH]nc(SCCS(=O)(=O)c2ccc(F)cc2)n1-c1ccc2c(c1)OCCO2	-4	-39	4	12	-32	-14	-7	-3	-5	3	19
CCC1CCCCN1CCCNC(=O)c1ccc2c(=O)n(Cc3ccc(OC)cc3)c(=O)[nH]c2c1 (centres undefined)	-37	10	-19	-13	-5	-5	-9	0	-8	6	16
COc1cccc(C(=O)N(C)C(C)c2nc3ccccc3s2)c1 (centres undefined)	22	20	7	-7	3	14	-14	-8	1	5	4
CCCCN(CC)CCNC(=O)C1CCCN(S(=O)(=O)c2cccc3nsnc23)C1 (centres undefined)	3	-23	11	-11	3	-10	7	0	1	-6	9
COCC(=O)Nc1ccc(OC)c(Cl)c1	-7	-21	3	5	3	15	2	5	-4	9	21
Cc1ccc(CNC(=O)C(=O)NCCC2CCCCN2S(=O)(=O)c2ccc(C)cc2)cc1 (centres undefined)	3	-10	1	-9	2	-1	-18	-15	-3	-6	-12

# For reference, 2 of the compounds above:
Molecule	TWEAK Fn14 block	TROY NFkB inh	SRC2 inh	TRAIL sens C8	EBV LMP1 NFkB	LRH-1 inv ag	TLR9-MyD88 block	SRC1 inh	NOD2 RIPK2 PPI	COUP-TFII inh	SRC3 inh
COc1ccc(/C(C)=N/NC(=O)Cc2c(C)nc(C)[nH]c2=O)cc1	5	18	-13	-4	-6	-3	-1	24	8	-5	18
COc1ccc(-c2nc(CN3CCC(C(=O)NC4CCCc5ccccc54)CC3)c(C)o2)cc1OC (centres undefined)	6	-6	0	-30	-5	-17	2	14	8	5	-5

# Other results follow:
SMILES	TWEAK Fn14 block	TROY NFkB inh	SRC2 inh	TRAIL sens C8	EBV LMP1 NFkB	LRH-1 inv ag	TLR9-MyD88 block	SRC1 inh	NOD2 RIPK2 PPI	COUP-TFII inh	SRC3 inh
O=C(O)c1ccc(C(=O)O)c(C(=O)c2ccccc2)c1	-3	-22	-24	-6	3	-13	-6	11	-1	-18	10
O=C1CCC(=O)N1c1ccc(NCc2ccccc2Cl)c([N+](=O)[O-])c1	7	12	0	5	6	10	8	-16	1	-20	-2
CC1CCCCN1CC(=O)Nc1ccc(N2CCCCCC2)cc1 (centres undefined)	-5	-14	1	4	8	1	-3	-8	-4	0	17
CCC(=O)Nc1cc(-c2nn(C)c(=O)c3ccccc23)ccc1N1CCCCC1	12	-23	-13	8	16	-3	-1	-14	2	2	-1
O=C(O)C1CCCCC1C(=O)NCc1cn2ccccc2n1 (centres undefined)	-1	-15	-19	-2	2	16	11	-4	-6	-18	6
COc1ccc(/C=C2/CCOC2=O)cc1	-14	-19	2	6	-2	21	5	-35	-2	-11	-56

# Source: PubChem

# This is a subset; count on the stated rates, not on these rows.
